Growth percent in the NCI-60 one-dose screen (48 h, 10 µM unless noted): 100 = growth as untreated, 0 = no growth, -100 = all killed.
SK-MEL-5: SK-MEL-5 melanoma; 80,000 tested, 6.4% active
UACC-257: UACC-257 melanoma. AID 1794764. 78,000 tested, 4.4% active
MALME-3M: MALME-3M melanoma | 78,000 tested, 5.8% active
UACC-62: UACC-62 melanoma. 81,000 tested, 5.4% active. AID 1794756
EKVX: EKVX NSCLC; 71,000 tested, 3% active; AID 1794765
SK-MEL-2: SK-MEL-2 melanoma | 77,000 tested, 4.7% active | AID 1794763
A549/ATCC: A549/ATCC NSCLC; 81,000 tested, 3.7% active
M14: M14 melanoma; 80,000 tested, 6.2% active; AID 1794745
Starred values were filed as active, the others as inactive; / = not tested or not shown; & = joins results of further samples. How the source made its calls: active means growth percent below 10; inactive means the rest.

SMILES	SK-MEL-5	UACC-257	MALME-3M	UACC-62	EKVX	SK-MEL-2	A549/ATCC	M14
Fc1ccc(NC(=S)N/N=C\c2ccccc2Cl)cc1	100	108	/	103	88	88	97	114
O=C(/C=C/c1ccccc1)c1c[nH]c2ccccc2c1=O	43	59	44	29	36	96	3.2*	-24*
O=C1CC(=NCC(=O)n2cnc3ccccc32)NN1	99	101	92	97	88	104	102	93
COc1ccc(C(=O)/C=C/c2cc(-c3cc(OC)c(OC)c(OC)c3)n[nH]2)cc1	57	71	69	52	/	70	35	55
COc1cc2oc3cc(=O)cc4oc(-c5ccccc5)cc(c2c2c1CCC(c1ccccc1)O2)c43 (stereo unspecified)	78	100	117	74	88	96	96	88
COc1ccc(OC)c(-c2cn3c(-c4c[nH]c5ccccc45)csc3n2)c1	99	103	104	92	95	102	97	99
Cc1ccc(C2=C(c3ccc(C)cc3)CS(=O)(=O)C2)cc1	107	127	99	76	90	155	143	113
COc1cc2c(cc1OCCCCCOc1ccc(-n3c(C)nc4ccccc4c3=O)cc1)N=C[C@@H]1CCCN1C2=O	-80*	20	-79*	-74*	-27*	-8.4*	7.3*	-64*
Cc1c(/C(=N/O)c2ccccc2)oc2ccc(N)cc12	100	118	105	107	148	91	95	94
Cc1ccc(C(=O)c2ccc([N+](=O)[O-])cc2)cc1	104	110	170	99	121	102	103	120
CC(C)C[C@H](N)C(=O)NS(=O)(=O)c1cccc(Cl)c1	91	98	96	92	85	100	87	96
COc1ccc(-c2cc(C(=O)N3N=C(c4ccc(N)cc4)CC3c3ccc(OC)cc3)c3cc(OC)ccc3n2)cc1 (stereo unspecified)	67	61	71	40	69	64	77	38
CCCCCCCCCCCCCCCCCC(=O)NNc1ccccc1	96	95	100	59	82	/	96	71
N#Cc1c(-c2ccc(F)cc2)nc(N=Nc2c(O)[nH]c3ccccc23)[nH]c1=O	/	99	86	98	94	96	100	100
COc1ccc2c(c1)CC[C@@H]1[C@@H]2CC[C@]2(C)C3C(=CC(COC(C)=O)C4C(=O)N(c5ccc(Cl)cc5)C(=O)C43)C[C@@H]12 (stereo partly specified)	93	109	101	83	108	108	110	99
CCOC(=O)CC1CSC(c2ccc(C(F)(F)F)cc2)=N1 (stereo unspecified)	100	102	102	101	95	94	98	104
O=C(Nc1cccc2c1[nH]c(=O)c1ccccc12)C(F)(F)F	88	110	110	91	104	121	100	124
Cn1nnnc1SCC1=C(C(=O)O)N2C(=O)C(NC(=O)C(O)c3ccccc3)C2SC1 (stereo unspecified)	105	108	/	117	96	108	100	97
COc1c(CCCO)cc2c(c1OC)OCO2	105	119	106	97	102	122	106	105
NC1=NC(c2ccccc2Cl)c2c(n[nH]c2N)N1 (stereo unspecified)	80	96	103	53	59	92	25	61
COC(=O)c1ccc2c(c1)nc(-c1cc3ccccc3[nH]c1=O)n2-c1ccc(OC)cc1	79	89	92	69	61	79	75	67
Nc1ccc(-c2cc3c(Nc4ccc(Oc5cccc(C(F)(F)F)c5)c(Cl)c4)ncnc3s2)cc1	71	77	92	82	55	88	51	87
COc1ccc2oc(=O)cc(-c3sc(N4CCCC4)nc3-c3ccccc3)c2c1	95	94	89	82	85	96	92	85
O=C(O)CCNC(=O)CCc1nc2c(=O)[nH]c(=S)[nH]c2[nH]c1=O	98	98	102	97	98	107	102	103
Cc1ccc2c(c1Cl)C(=O)c1ccccc1C2=O	95	98	130	93	92	99	98	/
NCCCC[C@H](N[C@@H](CCc1ccccc1)C(=O)O)C(=O)N1CCC[C@H]1C(=O)O	109	111	/	98	105	103	105	108
CC1CCC2(C(=O)O)CCC3(C)C(=CCC4C5(C)CC(O)C(O)C(C)(CO)C5C(O)CC43C)C2C1C (stereo unspecified)	5.0*	94	103	104	113	104	27	54
CNS(=O)(=O)c1ccc(C)cc1	100&99	93&97	98&98	100&108	105	102&107	92&108	103&100
COc1cc2oc(-c3cccc(C(=O)Nc4ccc(Cl)cc4)c3)cc(=O)c2c(OCC(=O)NCC(=O)O)c1OC	53	82	65	85	87	120	87	99
COc1cc(C)cc(-c2nn(CC(N)=O)cc2-c2ccnc(Oc3cc(OC)c(OC)c(OC)c3)n2)c1	92	103	96	102	93	108	97	102
O=C(O)CCC(=O)Nc1ccccc1	/	104	115	104	120	111	102	106
Cc1cccc(NC(=O)Nc2cccc(-c3cc(=O)c4ccccc4o3)c2)c1	/	92	89	73	85	110	81	/
O=C1Nc2ccccc2/C1=C/c1ccc(CO)n1Cc1ccccc1	93	99	87	77	89	101	100	/
COc1cc2ncnc(Nc3ccc(S(=O)(=O)Nc4cc(C)on4)cc3)c2cc1OCCCN1CCN(c2ccccc2)CC1	113	95	102	96	106	112	101	108
C=C(C)[C@@H]1CC[C@]2(C(=O)O)CC[C@]3(C)[C@H](CC[C@@H]4[C@@]5(C)C[C@@H](CC#Cc6ccccc6C)C(=O)C(C)(C)[C@@H]5CC[C@]43C)[C@@H]12	28	40	61	41	28	41	27	41
CC(C)c1cc(C(=O)Nc2ccc(-c3nccs3)cc2)no1	96	72	111	93	100	96	75	105
CCCS(=O)(=O)Nc1ccc(C(=O)CC2(O)C(=O)Nc3ccccc32)cc1 (stereo unspecified)	101	94	101	95	92	115	101	101
O=c1cc(NNC(=S)Nc2ccccc2)c2ccccc2[nH]1	97	102	97	91	91	106	94	95
OC[C@@H](O)[C@@H](O)CO	104	105	97	98	107	/	104	106
CC(=O)NC(CSC(c1ccccc1)(c1ccccc1)c1ccccc1)C(=O)O (stereo unspecified)	101	100	107	111	/	123	101	124
N#C/C(=C\c1ccncc1Br)c1nc2ccccc2s1	90	89	100	80	77	99	101	106
COc1cc2nc(Cl)nc(Nc3cccc(C(=O)/C=C/c4ccc(Br)cc4)c3)c2cc1OC	92	107	105	81	81	92	85	90
COc1ccc2cc(-c3ccnc4c(N=Nc5ccccc5)c(N)nn34)ccc2c1	99	76	109	98	104	115	79	104
COc1ccc(/C=N/NC(=O)COc2ccc3c(C)c(Cc4ccccc4)c(=O)oc3c2C)cc1	96	79	84	96	96	94	81	100
O=C(O)C1=NN(c2ccc(S(=O)(=O)O)cc2)C(=O)C1N=Nc1ccc(S(=O)(=O)O)cc1 (stereo unspecified)	98	/	105	106	107	118	/	108
CCOC(=O)c1nnsc1-c1ccc(-c2snnc2C(=O)OCC)cc1	106	94	125	90	87	108	122	105
O=C1C2CCCN2C(=O)c2ccccc2N1Cc1cn(-c2ccccc2Cl)nn1 (stereo unspecified)	104	101	102	97	105	106	104	107
Cn1ccc2cc(NC(=O)c3cccnc3)ccc21	103	107	80	92	92	106	102	/
C/C(=C\CC/C=C(\C)CC/C=C(\C)CC[C@@H](O)C(C)(C)O)CC/C=C(\C)CC[C@@H](O)C(C)(C)O	-16*	21	45	46	35	52	26	23
CC1(C)CC(=O)C2=C(C1)N(c1ccc(F)cc1F)C(N)=C(C#N)C2c1ccc(Br)o1 (stereo unspecified)	95	110	105	79	83	105	94	102
O=C1CSCc2nc3ccccc3n21	107	94	88	98	105	83	103	106
CC[C@@]12CC(C(=O)OC)=C3Nc4cc(O)ccc4[C@@]34CCN(C[C@H]3O[C@H]31)[C@@H]24	98	102	100	89	102	106	102	102
CCN(CC)S(=O)(=O)c1ccc(S(=O)(=O)N2CCC[C@@H](C(=O)OC3CC3)C2)cc1	44	70	78	68	50	97	100	84
COC(=O)C(C)NC(=O)Cc1ccccc1 (stereo unspecified)	100	/	110	102	/	106	/	101
COc1ccc(C2=NN(C(C)=O)C(c3sc(N4CCOCC4)nc3Cl)C2)cc1 (stereo unspecified)	99	104	105	102	/	101	95	104
COC(=O)/C(CCC=C(C)C)=C1\[C@@H](OC(C)=O)C[C@@]2(C)[C@H]1C[C@@H](O)[C@H]1[C@@]3(C)CC[C@@H](OCCC#N)[C@@H](C)[C@@H]3CC[C@@]12C	56	57	83	68	64	80	44	62
NS(=O)(=O)Oc1ccc(NC(=O)C23CC4CC(CC(C4)C2)C3)cc1Br	93	98	109	84	99	99	93	97
[Ag].[Ag].[NH-]S(=O)(=O)c1ccc(N=Nc2cc(N=Nc3ccc(S([NH-])(=O)=O)cc3)c3c(NC(=O)C(Cl)Cl)cccc3c2OC(=O)C(Cl)Cl)cc1.[c-]1nccs1.[c-]1nccs1	36	82	67	92	/	/	83	97
CCOc1ccc(/C=C\C(=O)O)cc1	108	109	105	109	115	114	104	110
CCCCC(O)(c1ccccc1)c1ccccc1	107	111	97	99	99	97	95	100
Further structures follow:
SMILES	SK-MEL-5	UACC-257	MALME-3M	UACC-62	EKVX	SK-MEL-2	A549/ATCC	M14
O=C1CC(=O)N(C2=NC(c3cccc([N+](=O)[O-])c3)c3sc4ccc(Cl)cc4c3N2)N1 (stereo unspecified)	95	108	104	92	78	103	105	111
COc1cccc(Cn2c(C)c3c(=O)n(-c4ccc(Cl)cc4)[nH]c3cc2=O)c1	103	102	103	102	93	89	101	99
Nc1nc(CSCc2n[nH]c(=S)o2)nc(Nc2ccccc2)n1	96	109	96	95	94	101	101	108
C/C(=C/C(C)(C)C)C(=O)C(C)(C)C	105	92	103	104	105	102	92	106
CCOC(=O)C(CCc1ccc([N+](=O)[O-])cc1)(CCc1ccc([N+](=O)[O-])cc1)C(=O)OCC	100	118	116	88	93	95	101	103
CCN(CC)CCC(CCN(CC)CC)(C(=O)O)c1ccccc1	100	98	112	98	109	104	96	106
O=C(NNC(=O)c1ccc(Cl)cc1)c1ccccc1	104	106	106	107	105	104	95	100
CCOC(=O)Nc1ccc(C(=O)/C=C/c2ccccc2)cc1	92	115	103	82	105	105	54	79
COC(=O)C1(CC(=O)c2cccc([N+](=O)[O-])c2)NC(=S)NC(=O)C1C#N (stereo unspecified)	108	109	101	98	100	108	129	113
C#CC(=O)Nc1ccc2c(c1)C(O)(CC#N)C(=O)N2 (stereo unspecified)	97	99	88	98	96	102	100	98
C=CCn1cc(-c2nc3ccccc3s2)c2cc(-c3ccc4c5c(cccc35)C(=O)N(Nc3ccccc3)C4=O)ccc21	101	102	114	97	99	105	103	98
CN1CCN(Cc2ccc(NC(=O)c3cncc(C#Cc4cnn5cccnc45)c3)cc2C(F)(F)F)CC1	18	45	-17*	24	47	/	5.7*	-44*
CC(C)OC(=O)c1ccc(NC(=O)CN2CCOCC2)cc1	103	89	106	111	99	95	81	96
O=C1/C(=C/c2ccccc2)S[C@]2(C(=O)Nc3ccccc32)N1c1ccccc1	93	/	82	/	75	96	93	89
COc1cc2c(cc1OC)C(Cc1ccccc1[N+](=O)[O-])=NCC2	97	108	105	94	88	97	101	98
CCOP(=O)(OCC)c1nc(-c2ccccc2)oc1N(C)CC(O)C(O)C(O)C(O)CO (stereo unspecified)	102	95	97	103	99	104	101	112
COc1cc(NC2=C(Cl)C(=O)c3nc(C)ccc3C2=O)cc(OC)c1	-75*	-92*	-89*	-44*	75	5.0*	42	-96*
c1ccc(-c2oc3ncnc(NCCCNc4ncnc5oc(-c6ccccc6)c(-c6ccccc6)c45)c3c2-c2ccccc2)cc1	95	98	89	82	97	106	102	96
CC(=O)c1cn2ccc3ccccc3c2c1[Si](C)(C)C	81	94	105	87	90	100	89	95
COc1cc(C)cc(-c2c(-c3cc(N4CC(O)C4)nc(-c4cccnc4)n3)cnn2C)c1	70	109	104	73	92	113	85	91
COC1=C[C@]23CCCN2CCc2cc4c(cc2[C@@H]3[C@@H]1OC(=O)CCCC(C)C)OCO4	97	93	88	84	102	98	91	92
COC(=O)[C@H](C)N(C)C(=O)[C@@H]1CSSC[C@@H](NC(=O)c2nc3ccccc3cc2O)C(=O)NCC(=O)N1C	78	84	100	80	86	67	71	48
CCCC(=N)OCC	103	115	90	101	/	92	98	102
CCOC(=O)C(CC(C)=O)c1ccccc1 (stereo unspecified)	109	98	121	97	92	125	97	105
COc1ccccc1N1CCCCC1	108	108	95	96	98	104	101	101
